High-throughput results as filed in PubChem BioAssay.
PhoP inhibition: inhibitors of PhoP regulon expression, primary screen, Salmonella Typhimurium, GFP reporter (AID 1863); one-dose inhibition, % at 50 µM; IC50 in µM for titrated hits; 0.16% of 300,000 active; S. Typhimurium PhoP-regulated promoter GFP reporter, 4 h; higher % means a stronger effect;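 active = inhibition over 29.93%, a cutoff 3 SD above the screen mean, later confirmed by dose response; inconclusive = inhibition over 29.93% but no dose response follow-up; inactive = inhibition at most 29.93% or unconfirmed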;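 note: 0% = low Mg2+ inducing control and 100% = high Mg2+ repressing control; strong numbers were not always called active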
GPR35 arrestin U2OS: GPR35 antagonists blocking zaprinast-driven arrestin recruitment, primary screen, imaging, U2OS, beta-arrestin-GFP, zaprinast agonist (AID 2058). U2OS GPR35 beta-arrestin-GFP translocation imaging, zaprinast antagonism; higher % means a stronger effect. inhibition, % at 10 µM; hits with a dose series show IC50 in µM. 0.052% of 290,000 active;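 active = inhibition of at least 50% with at least 30 cells and total cytoplasm GFP at most 10,000,000; inconclusive = under 30 cells or total GFP of 10,000,000 plus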
RSV antiviral HEp-2: RSV antiviral activity via CPE protection, HEp-2 cells, primary 10 µM value included (AID 2391) | HEp-2 cells, RSV-induced CPE inhibition; higher % means a stronger effect | CPE inhibition, % at 10 µM, or IC50 in µM where a hit was titrated | 0.13% of 310,000 active; in the data active = a potency from the dose series; inconclusive = CPE inhibition mostly from about 23% at the one dose, without a potency; inactive = the rest, 99 in 100 with CPE inhibition below about 21%; note: strong numbers were not always called active
Dengue-2 NS5 capping: Dengue-2 NS5 methyltransferase inhibitors, primary screen, biochemical, confirmation dose response (AID 588689); Dengue-2 NS5 methyltransferase capping enzyme assay, biochemical; higher % means a stronger effect; inhibition, % at 25 µM, or IC50 in µM where a hit was titrated; 0.3% of 340,000 active; in the data active = a potency from the dose series; inconclusive = inhibition above about 29% without an active follow-up result
MgcRacGAP inhibition: MgcRacGAP GTPase-activating activity inhibitors, confirmation, biochemical, ADP Hunter fluorescence | AID 624330 | 0.6% of 340,000 active | one-dose inhibition, % at 30 µM; IC50 in µM for titrated hits | MgcRacGAP-stimulated Rac1 GTP hydrolysis, ADP Hunter fluorescence; higher % means a stronger effect; GST-tagged Rac1 F28L mutant substrate;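 active = first-screen hits whose inhibition reached a set limit at any dose in the follow-up dose series; inconclusive = inhibition above the set first-screen limit but never retested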;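 note: fluorescence reports GDP produced by GAP-driven GTP hydrolysis; strong numbers were not always called active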
SV40 large T antigen: SV40 large T antigen inhibitors, biochemical (AID 1903); 0.39% of 310,000 active; inhibition, % at 20 µM; hits with a dose series show IC50 in µM; SV40 large T antigen ATPase/helicase inhibition assay; higher % means a stronger effect; in the data active = a potency from the dose series; inconclusive = inhibition mostly from about 32% at the one dose, without a potency; inactive = the rest, 99 in 100 with inhibition below about 32%; note: strong numbers were not always called active
West Nile virus CPE: West Nile virus antiviral activity, cell-based, CPE readout (AID 1621). West Nile virus-infected cells, CPE inhibition; higher % means a stronger effect. CPE inhibition, % at 10 µM; hits with a dose series show IC50 in µM. 0.02% of 290,000 active; in the data active = a potency from the dose series; inconclusive = CPE inhibition mostly from about 3.7% at the one dose, without a potency; inactive = the rest, 99 in 100 with CPE inhibition below about 2.2%; note: strong numbers were not always called active
LYP inhibition: inhibitors of LYP phosphatase, biochemical, fluorescence intensity, uHTS (AID 1779); one-dose inhibition, % at 11.5 µM; IC50 in µM for titrated hits; 0.054% of 290,000 active; recombinant LYP phosphatase, fluorescence intensity; higher % means a stronger effect; in the data active = inhibition above about 50%;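 note: plate controls were vehicle with enzyme for no effect and no enzyme for full effect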
ER stress rescue: protection against thapsigargin-triggered cell killing – 384-well, CSM14.1, ATP luminescence, primary screen (AID 1222); one-dose cellular ATP content (survival), % at 20 µM; EC50 in µM for titrated hits; CSM14.1 thapsigargin-induced death rescue, ATP luminescence; higher % means a stronger effect; 190,000 tested, under 10 active;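 active = EC50 below 50 µM in the dose-response confirmation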;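 note: death triggered by thapsigargin at about 15 µM added after 2 h compound pretreatment; cell ATP read after overnight thapsigargin exposure of roughly 18 to 22 hours; normalized against plate controls of thapsigargin alone and 5% DMSO vehicle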
Dengue-2 NS5 capping pilot replicate: second read-out of Dengue-2 NS5 capping, no call of its own (marks repeat the call); inhibition, %; measured here: pilot screen replicate inhibition
The depositor's hits bear a star.

`CC(C)C(OC(=O)c1cccs1)C(=O)NCc1ccc(F)cc1` (centres undefined) gave PhoP inhibition 4%, GPR35 arrestin U2OS 14%, RSV antiviral HEp-2 1.9%, Dengue-2 NS5 capping -7%, MgcRacGAP inhibition 6%, SV40 large T antigen 3%, West Nile virus CPE -0.6% and LYP inhibition -6%.
For O=C(NCc1ccc2c(c1)OCO2)C1CC(c2ccc(Cl)cc2)=NO1 (centres undefined) the results were PhoP inhibition 5%, GPR35 arrestin U2OS -11%, RSV antiviral HEp-2 1.3%, Dengue-2 NS5 capping 4%, MgcRacGAP inhibition 10%, SV40 large T antigen -1%, West Nile virus CPE -0.6%, LYP inhibition -6% and ER stress rescue -2.0%.
For O=C(NCCOc1ccccc1)C1CCCCC1 the results were PhoP inhibition 7%, GPR35 arrestin U2OS -2%, RSV antiviral HEp-2 2.2%, Dengue-2 NS5 capping -8%, MgcRacGAP inhibition 8%, SV40 large T antigen 1%, West Nile virus CPE -0.1%, LYP inhibition -4% and ER stress rescue -1.1%.
Screening CN(CCO)C(=O)CCC(=O)Nc1ccc(S(N)(=O)=O)cc1 returned PhoP inhibition 4%, GPR35 arrestin U2OS 4%, RSV antiviral HEp-2 0.0%, Dengue-2 NS5 capping -4%, MgcRacGAP inhibition 2%, SV40 large T antigen -2%, West Nile virus CPE -0.1%, LYP inhibition -4% and ER stress rescue -2.4%.
COc1ccccc1NC(=O)NCc1ccccc1F was read as PhoP inhibition -6%, GPR35 arrestin U2OS -12%, RSV antiviral HEp-2 0.9%, Dengue-2 NS5 capping -6%, MgcRacGAP inhibition 5%, SV40 large T antigen -2%, West Nile virus CPE -0.1%, LYP inhibition -8% and ER stress rescue 0.1%.
`O=C(NCC1COc2ccccc2O1)c1ccccc1` (centres undefined) gave PhoP inhibition -8%, GPR35 arrestin U2OS -9%, RSV antiviral HEp-2 -1.2%, Dengue-2 NS5 capping 4%, MgcRacGAP inhibition 3%, SV40 large T antigen 2%, West Nile virus CPE -0.9%, LYP inhibition -8% and ER stress rescue 0.6%.
O=S(=O)(CCN(CCS(=O)(=O)C(F)(F)F)CC1CCCO1)C(F)(F)F (centres undefined) was read as PhoP inhibition -6%, GPR35 arrestin U2OS 8%, RSV antiviral HEp-2 1.6%, Dengue-2 NS5 capping -4%, MgcRacGAP inhibition -9%, SV40 large T antigen 12%, West Nile virus CPE 2.7%, LYP inhibition 0% and ER stress rescue -3.7%.
For CCCCCCCCN1[C@@H](CC(C)=O)c2cc(C(F)(F)F)ccc2S1(=O)=O the results were PhoP inhibition -2%, RSV antiviral HEp-2 0.3%, Dengue-2 NS5 capping -10%, MgcRacGAP inhibition 9%, SV40 large T antigen 7% and West Nile virus CPE -0.8%.
O=C(NCCc1c[nH]c2ccccc12)c1ccc([N+](=O)[O-])cc1 was read as PhoP inhibition 26%, GPR35 arrestin U2OS -4%, RSV antiviral HEp-2 2.3%, Dengue-2 NS5 capping -7%, MgcRacGAP inhibition 3%, SV40 large T antigen -14%, West Nile virus CPE -1.0%, LYP inhibition 2% and ER stress rescue 0.2%.
Screening CC1CN(C(=O)c2ccccc2NS(=O)(=O)c2cccc([N+](=O)[O-])c2)CC(C)O1 (centres undefined) returned PhoP inhibition -1%, GPR35 arrestin U2OS 2%, RSV antiviral HEp-2 1.9%, Dengue-2 NS5 capping 7%, MgcRacGAP inhibition -2%, SV40 large T antigen 5%, West Nile virus CPE 0.0%, LYP inhibition 2% and ER stress rescue -1.6%.
`Cc1cnc(C(=O)Nc2cc(S(=O)(=O)N3CCOCC3)ccc2N2CCN(C)CC2)cn1` gave PhoP inhibition 2%, GPR35 arrestin U2OS 3%, RSV antiviral HEp-2 0.4%, Dengue-2 NS5 capping 3%, MgcRacGAP inhibition 3%, SV40 large T antigen 3%, West Nile virus CPE 0.8%, LYP inhibition -7% and ER stress rescue -2.1%.
NC(=O)/C(=C/c1ccco1)NC(=O)/C=C/c1ccccc1 was read as PhoP inhibition -20%, GPR35 arrestin U2OS -12%, RSV antiviral HEp-2 -0.3%, Dengue-2 NS5 capping -8%, MgcRacGAP inhibition 11%, SV40 large T antigen 30%, West Nile virus CPE 0.9%, LYP inhibition 0% and ER stress rescue -0.6%.
Screening O=C(CSc1nnc2ccc(-c3ccncc3)nn12)N1CCCCC1 returned PhoP inhibition 3%, GPR35 arrestin U2OS 1%, RSV antiviral HEp-2 2.4%, Dengue-2 NS5 capping -3%, MgcRacGAP inhibition 8%, SV40 large T antigen 0%, West Nile virus CPE -0.5% and LYP inhibition -2%.
For Cc1cc(NC(=O)CN2C(=O)NC3(CCCCC3)C2=O)no1 the results were PhoP inhibition -11%, GPR35 arrestin U2OS 5%, RSV antiviral HEp-2 2.5%, Dengue-2 NS5 capping 1%, MgcRacGAP inhibition 10%, SV40 large T antigen 7%, West Nile virus CPE 0.1%, LYP inhibition -6% and ER stress rescue -0.7%.
Screening CC(C)Cc1nc(SCC(=O)N2CCCC2)c2c(=O)n(C)c(=O)n(C)c2n1 returned PhoP inhibition -3%, GPR35 arrestin U2OS 9%, RSV antiviral HEp-2 1.9%, Dengue-2 NS5 capping -3%, MgcRacGAP inhibition -5%, SV40 large T antigen 5%, West Nile virus CPE -0.5% and LYP inhibition -10%.
`CCOC(=O)N1CCC(N2CCN(Cc3ccccc3)C(CCO)C2)CC1` (centres undefined) gave PhoP inhibition 1%, GPR35 arrestin U2OS 14%, RSV antiviral HEp-2 0.0%, MgcRacGAP inhibition 5%, SV40 large T antigen 25%, West Nile virus CPE -0.1%, LYP inhibition -2% and ER stress rescue -1.1%.
`COc1ccc(C2CC(c3ccco3)n3ncnc3N2)cc1` (centres undefined) gave PhoP inhibition -13%, GPR35 arrestin U2OS 2%, RSV antiviral HEp-2 -1.5%, Dengue-2 NS5 capping 0%, MgcRacGAP inhibition 6%, SV40 large T antigen 14%, West Nile virus CPE 0.5%, LYP inhibition -11% and ER stress rescue -1.0%.
Screening c1cc(Nc2ncnc3sccc23)cc(-c2nnc3n2CCCCC3)c1 returned PhoP inhibition 2%, GPR35 arrestin U2OS -1%, RSV antiviral HEp-2 12%, Dengue-2 NS5 capping -4%, MgcRacGAP inhibition 6%, SV40 large T antigen 18%, West Nile virus CPE 0.5%, LYP inhibition -6% and ER stress rescue 0.5%.
`CCN(CC)C(=O)Cn1c(=O)oc2ccccc21` gave PhoP inhibition 1%, GPR35 arrestin U2OS 1%, Dengue-2 NS5 capping 2%, MgcRacGAP inhibition 7%, SV40 large T antigen 8%, West Nile virus CPE 0.4% and LYP inhibition -5%.
`O=C(CN1C(=O)c2ccc([N+](=O)[O-])cc2C1=O)NCc1ccc(C(=O)O)cc1` gave PhoP inhibition -5%, GPR35 arrestin U2OS -1%, RSV antiviral HEp-2 0.8%, Dengue-2 NS5 capping -5%, MgcRacGAP inhibition 5%, SV40 large T antigen 14%, West Nile virus CPE -0.4%, LYP inhibition -8% and Dengue-2 NS5 capping pilot replicate 2.1.
O=C(NCCc1csc(-c2cccnc2)n1)c1cccs1 was read as PhoP inhibition 10%, GPR35 arrestin U2OS 6%, RSV antiviral HEp-2 -0.5%, Dengue-2 NS5 capping -6%, MgcRacGAP inhibition 0%, SV40 large T antigen 1%, LYP inhibition -9% and ER stress rescue 0.3%.
CCOC(=O)c1[nH]nc(-c2cc(CC)c(O)cc2O)c1-c1cscn1 was read as PhoP inhibition 4%, GPR35 arrestin U2OS 4%, RSV antiviral HEp-2 25%, Dengue-2 NS5 capping -2%, MgcRacGAP inhibition inconclusive, SV40 large T antigen 21µM*, West Nile virus CPE -0.6%, LYP inhibition -9% and ER stress rescue -2.1%.
Cc1ccc2c(c1)c(/C=C/c1cc[n+](C)cc1)c(C)n2C was read as PhoP inhibition -84%, GPR35 arrestin U2OS inconclusive, RSV antiviral HEp-2 8.2%, Dengue-2 NS5 capping inconclusive, MgcRacGAP inhibition 7%, SV40 large T antigen 11%, West Nile virus CPE 0.3% and LYP inhibition 4%.
`COC(=O)C1CSC(C(=O)OC)N1C(=O)Nc1ccc(Cl)cc1` (centres undefined) gave PhoP inhibition 2%, GPR35 arrestin U2OS 0%, RSV antiviral HEp-2 1.1%, Dengue-2 NS5 capping -1%, MgcRacGAP inhibition 5%, SV40 large T antigen 15%, West Nile virus CPE 0.1%, LYP inhibition -8% and ER stress rescue 0.9%.
`CCOC(=O)c1c(N=CN(C)C)c(C#N)c2n1CCCC2` gave PhoP inhibition -6%, GPR35 arrestin U2OS 22%, RSV antiviral HEp-2 0.0%, Dengue-2 NS5 capping 6%, MgcRacGAP inhibition 9%, SV40 large T antigen -1%, West Nile virus CPE 0.2%, LYP inhibition -5% and ER stress rescue -1.6%.
Screening Cc1c(NC(=O)C2(C)CCCCC2)c(=O)n(-c2ccccc2)n1C returned PhoP inhibition -5%, GPR35 arrestin U2OS 12%, RSV antiviral HEp-2 0.3%, Dengue-2 NS5 capping 2%, MgcRacGAP inhibition 2%, SV40 large T antigen 7%, West Nile virus CPE 0.4%, LYP inhibition -5% and ER stress rescue -1.1%.
`Cc1ccc(Oc2ccccc2/C=C2\SC(=O)N(C)C2=O)cc1` gave PhoP inhibition 8%, GPR35 arrestin U2OS -2%, RSV antiviral HEp-2 3.4%, Dengue-2 NS5 capping 0%, MgcRacGAP inhibition 11%, SV40 large T antigen 12%, West Nile virus CPE 0.3%, LYP inhibition 3%, ER stress rescue 0.8% and Dengue-2 NS5 capping pilot replicate 5.0.
`C=CCn1c(SCC(=O)N2CCOCC2)nc2scc(-c3ccco3)c2c1=O` gave PhoP inhibition -3%, GPR35 arrestin U2OS 15%, RSV antiviral HEp-2 -1.2%, Dengue-2 NS5 capping 9%, MgcRacGAP inhibition 20%, SV40 large T antigen 22%, West Nile virus CPE -0.5%, LYP inhibition 8%, ER stress rescue -0.1% and Dengue-2 NS5 capping pilot replicate -16.
CCCCOCCCNC(=O)/C=C/c1ccccc1Cl was read as RSV antiviral HEp-2 1.0%, Dengue-2 NS5 capping -3%, MgcRacGAP inhibition 6% and West Nile virus CPE -0.3%.
CCOc1cc(/C=N/NC(=O)c2cc(C3CC3)[nH]n2)ccc1O was read as PhoP inhibition -7%, GPR35 arrestin U2OS -16%, RSV antiviral HEp-2 3.0%, Dengue-2 NS5 capping -3%, MgcRacGAP inhibition 55µM*, SV40 large T antigen inconclusive, West Nile virus CPE 1.3%, LYP inhibition -1% and ER stress rescue -1.1%.
For O=C(CN1C(=O)NC2(CCCCC2)C1=O)NCCc1c[nH]c2ccccc12 the results were PhoP inhibition 3%, GPR35 arrestin U2OS -15%, RSV antiviral HEp-2 0.8%, Dengue-2 NS5 capping 1%, MgcRacGAP inhibition 4%, SV40 large T antigen 11%, West Nile virus CPE -0.2% and LYP inhibition -9%.

This is a random part of the collection. Share with any hit: about 1.5%.
